Screening data: PubChem, National Center for Advancing Translational Sciences (NCATS)
AMA1 RON2 block – AMA1-RON2 (P. falciparum) interaction inhibition; AID 720542; Potency, µM (titrated, usually from 58.2 µM), without a hit: top-dose activity change, negative = inhibition, hits mostly inhibitors; AlphaScreen AMA1-biotinylated RON2 peptide binding; 0.2% of 360,000 active;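 further: potency means the concentration at half of the fitted maximal effect; 0% = vehicle wells and -100% = peptide control; nearly all actives have a fitted effect of over 45% in size; some results filed as inactive show a strong effect at the top dose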
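AMA1 (3D7) with his tag at 25 nM final met compounds first, then biotinylated RON2 peptide at 25 nM; detection used donor plus acceptor beads, 10 µg/mL apiece, read by AlphaScreen after 30 min at room temperature.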
Giardia FBPA inh – Giardia lamblia aldolase inhibition | purified Giardia FBPA | Potency, µM (top dose mostly 59.6 µM), for the others: at the highest dose activity, negative = inhibition, hits mostly inhibitors | 0.71% of 290,000 active | AID 2451; further: potency means the concentration at half of the fitted maximal effect; nearly all actives have a fitted effect of over 55% in size
Target sequence (A8B2U2 whole entry, looked up): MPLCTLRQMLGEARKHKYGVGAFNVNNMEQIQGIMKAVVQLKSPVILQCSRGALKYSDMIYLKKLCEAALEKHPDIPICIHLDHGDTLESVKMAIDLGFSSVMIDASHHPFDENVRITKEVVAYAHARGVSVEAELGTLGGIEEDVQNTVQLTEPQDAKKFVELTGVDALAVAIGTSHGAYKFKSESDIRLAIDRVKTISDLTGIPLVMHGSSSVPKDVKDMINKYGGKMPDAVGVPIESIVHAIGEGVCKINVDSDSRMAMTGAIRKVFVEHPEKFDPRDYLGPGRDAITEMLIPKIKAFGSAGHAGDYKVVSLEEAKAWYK
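Giardia FBPA (40 nM reagent) was preincubated 10 min at RT with compound (up to 57.5 uM final), then substrate plus GAPDH/TPI/NAD/arsenate coupling system with diaphorase/resazurin was added; resorufin fluorescence (525/598 nm) was read after 20 min.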
AmpC inh no detg – AmpC beta-lactamase inhibition without detergent | Potency, µM (doses to about 57.1 µM), for the others: top-dose activity change, negative = inhibition, most hits filed as inhibitors | P00811 | 0.52% of 330,000 active | AmpC nitrocefin hydrolysis, absorbance 480 nm, 0.0001% Triton;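 further: potency means the concentration at half of the fitted maximal effect; plate controls were no compound for no effect and no enzyme for full effect; nearly all actives have a fitted effect of over 20% in size; some results filed as inactive show a strong effect at the top dose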
Target sequence (P00811 whole entry, looked up): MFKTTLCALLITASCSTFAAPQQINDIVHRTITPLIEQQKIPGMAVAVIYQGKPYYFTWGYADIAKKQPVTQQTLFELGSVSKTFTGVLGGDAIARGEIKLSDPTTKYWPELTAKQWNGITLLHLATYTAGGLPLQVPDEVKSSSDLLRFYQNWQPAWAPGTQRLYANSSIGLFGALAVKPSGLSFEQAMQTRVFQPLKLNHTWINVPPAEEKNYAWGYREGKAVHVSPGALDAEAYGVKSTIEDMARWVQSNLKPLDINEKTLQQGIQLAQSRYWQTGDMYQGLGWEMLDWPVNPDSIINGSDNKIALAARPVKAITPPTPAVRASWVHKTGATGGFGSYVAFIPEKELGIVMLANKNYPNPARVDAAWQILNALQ
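20 mM phosphate pH 7.0 + 0.01% (detergent screen) or 0.0001% Triton X-100; 5.3 nM AmpC reagent; cpd preinc 15 min RT; nitrocefin (800 uM stock) to start; A480 q20 s × 4 min; Activity was normalised to no-enzyme and no-compound control wells.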
HCMV inh – inhibitors of human cytomegalovirus; HFF cells, HCMV-luciferase reporter, 72 h; hits give low values; activity change, negative = inhibition, % at 57.5 µM; 4.5% of 410,000 active; in the data active means activity change below about -60%; inconclusive means no clear call, values can overlap the other calls; inactive means above about -39%
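Steps: HFFs plated, 16 h 37C; compounds added; HCMV-luciferase added to MOI 1 PFU/cell; 72 h 37C; OneGlo reagent, 5 min room temperature; luminescence read, normalized to controls.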
AmpC detergent – inhibitors of E. coli AmpC beta-lactamase with detergent. 0.041% of 370,000 active. Potency, µM (top dose mostly 114 µM), inactives show top-dose activity change, negative = inhibition, hits mostly inhibitors. AID 485294. AmpC hydrolysis of nitrocefin, absorbance 480 nm, 0.01% Triton. P00811;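 further: potency means the concentration at half of the fitted maximal effect; 0% = no-compound wells and -100% = no-enzyme wells; nearly all actives have a fitted effect of over 25% in size; some results filed as inactive show a strong effect at the top dose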
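AmpC (5.3 nM in the dispensed reagent) in 20 mM phosphate pH 7.0 with 0.01% (detergent screen) or 0.0001% Triton X-100 was preincubated with compounds for 15 min at room temperature. Nitrocefin was then added from an 800 uM solution, and hydrolysis was followed at 480 nm.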
Sm TGR block – inhibitors of Schistosoma mansoni thioredoxin glutathione reductase; Potency, µM (top dose mostly 114 µM), for the others: at the highest dose activity change, negative = inhibition, actives largely listed as inhibitors; Q962Y6; AID 485364; purified TGR, DTNB reduction, TNB absorbance 405 nm; 3% of 360,000 active; further: potency means the concentration at half of the fitted maximal effect; nearly all actives have a fitted effect of over 60% in size
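TGR 20 nM + NADPH 100 uM (dispensed conc.), cpd preinc 15 min RT; start with NADPH (500 uM addition) then DTNB (15 mM addition). Kinetic TNB absorbance, 405 nm filter. Four-parameter Hill fit across titration.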
Starred values were filed as active, the others as inactive; ? = inconclusive; · = no result given; & = joins results of further samples; [ ] = dose if it differs, or a comment. Unless noted, the call rests on the fitted dose curve; in most records, active means well fitted curve in the direction sought with a large enough effect; inconclusive means small, poorly fitted or top-dose-only effect, or another doubt; inactive means no such curve, though single readings can be large; an effect the other way counts as inactive or inconclusive. Unless noted, on the % scale 0 is the no-effect control and ±100 the full control effect. Compounds as they come; about 7.8% have a hit in one of these screens.

Screens in order: AMA1 RON2 block	Giardia FBPA inh	AmpC inh no detg	HCMV inh	AmpC detergent	Sm TGR block
> COc1ccccc1-n1c(O)c(C=NCCCn2ccnc2)c(=O)[nH]c1=O
  8%	-4%	-13%	-3	-19%	4%[11.4 µM]
> COC(=O)c1cc2sc(Cl)cc2n1Cc1cc(C)ccc1C
  ·	·	·	10	26%	2%
> CC1CCCCC1NC(=O)C1CCN(c2c3c(nc4ncnn24)CCC3)CC1 (stereo unspecified)
  -11%	0%	-16%	0	2%	-2%
> O=C(Nc1nncs1)C12CC3CC(CC(Cl)(C3)C1)C2
  -9%	-1%	-13%	30	1%	0%
> CCOc1cc(CN2CCN(c3cccc(C(F)(F)F)c3)CC2)ccc1OC
  -17%	?	82%[activator]	31	?	0%
> O=C(c1ccc(NC(=O)C2(c3ccccc3)CCCC2)cc1)N1CCOCC1
  -14%	0%	86%[activator]	?	10%	0%
> Cc1nnc(NC(=O)CSc2nc3c([nH]c4ccccc43)c(=O)n2-c2cccc(Cl)c2)s1
  ·	·	·	-13	7%	-1%
> COc1ccc(OC)c(NC(=O)N2CCN(S(=O)(=O)c3ccc4c(ccn4C)c3)CC2)c1
  ·	·	·	9	2%	-3%
> Cc1ccc(NC(=S)NCCN2CCOCC2)cc1
  -3%	-10%	-10%	36	-1%	0%
> CCOc1ccc(S(=O)(=O)N2CCC(C(=O)N3CCN(c4ccccc4F)CC3)CC2)cc1C
  -5%	·	73%[activator]	9	-6%	-20%
> CC(C)CC(N=C1NC(C)(C)Cc2ccccc21)C(=O)O (stereo unspecified)
  2%	-1%	-4%	35	-1%	0%
> OC(COc1cccc(OCC(O)CN2CCCC2)c1)CN1CCCC1 (stereo unspecified)
  -1%	-11%	17%	-15	?	1%
> CCOC(=O)/C(=N\NC(=O)c1ccccc1)c1ccccc1
  3%	1%	-4%	11	-2%	7%
> Cc1ccc(-c2ccc(/C=C/C(=O)c3ccccc3)o2)cc1
  -15%	-4%	?	-11	-8%	27%
> O=C(NC1CCCCC1)c1cccnc1Sc1ccccc1Cl
  3%	16%	28%	5	4%	-2%
> Cn1c(Cn2c(=O)sc3ccccc32)nnc1SCc1cccc(F)c1
  6%	-4%	11%	1	?	4%
> O=C(COCC(=O)N/N=C/c1ccccc1F)N/N=C/c1ccccc1F
  0%	-11%	-12%	-30	?	1%
> CC(C)N(CCc1ccncc1)C(=O)Nc1ccc(F)cc1
  -7%	-11%	3%	-19	-3%	6%
> CCOC(=O)C1CCN(C(=O)c2ccc3c(c2)S(=O)(=O)c2ccccc2C3=O)CC1
  -13%	·	45%	-4	-7%	-6%
> O=C(Nc1ccc(C(=O)O)cc1)/C(=C\c1ccccc1)NC(=O)c1ccco1
  6%	5%	-10%	-23	1%	4%
> Cc1ccc(C(=O)NCCNC(=O)COc2ccccc2Cl)cn1
  -5%	14%	-6%	7	0%	14%
> CCN(c1ccccc1)S(=O)(=O)c1ccc(C(=O)NCc2ccccn2)cc1
  -1%	·	28%	-20	?	8%
> CCOC(=O)C1=c2/c(=C/c3ccncc3)c(N)c(C(=O)OC)n2C(=O)C(c2ccncc2)S1 (stereo unspecified)
  2%	0%	-13%[2.29 µM]	?	?	-11%
> COc1cc2c3nnc(-c4ccc(F)cc4)c-3cn(Cc3cccc(F)c3)c2cc1OC
  ?	14%	-10%	·	-5%	-2%
> COc1cccc(Oc2c(C)oc3cc(OC(=O)N(C)C)ccc3c2=O)c1
  4%	4%	33%	-12	?	-2%
> CCNC(=S)NNC(=O)c1ccccc1Cl
  25%	-14%	-15%	-4	4%	1%
> COC(=O)c1ccc(NC(=O)C2CCCN2C(=O)OCc2ccccc2)cc1 (stereo unspecified)
  -3%	-3%	-15%	-11	-1%	4%
> CCOc1ccc2nc(SCC(=O)Nc3nonc3C)[nH]c2c1
  -19%	-1%	-13%	9	4%	18%
> CC(C)c1ccc2oc(=O)cc(CN3CCN(Cc4ccccc4)CC3)c2c1
  -1%	-8%	9%	-25	1%	?
> Cc1ccc(C(=O)NC(C)c2ccccc2)cc1Br (stereo unspecified)
  -8%	-1%	-17%	-28	9%	1%

Molecules above with two or more sulfur atoms (two):
Screens in order: AMA1 RON2 block	Giardia FBPA inh	AmpC inh no detg	HCMV inh	AmpC detergent	Sm TGR block
> Cc1nnc(NC(=O)CSc2nc3c([nH]c4ccccc43)c(=O)n2-c2cccc(Cl)c2)s1
  ·	·	·	-13	7%	-1%
> Cn1c(Cn2c(=O)sc3ccccc32)nnc1SCc1cccc(F)c1
  6%	-4%	11%	1	?	4%

Remaining list, next part
Screens in order: AMA1 RON2 block	Giardia FBPA inh	AmpC inh no detg	HCMV inh	AmpC detergent	Sm TGR block
> COc1ccc(/C=N/NC(=O)c2cccnc2)cc1CN1CCN(c2ccc(F)cc2)CC1
  13%	5%	-13%	8	-6%	-1%
> CCOC(=O)C1C(=O)CC(C)(O)C(C(=O)OCC)C1c1cccs1 (stereo unspecified)
  12%	-1%	-12%	-11	1%	9%
> O=C(Cn1c(=O)c2cccn2c2ccc(F)cc21)N1CCN(c2ccccc2F)CC1
  ·	·	·	20	-3%	1%
> Fc1ccccc1CN1CCCCCCC1
  -2%	-26%	2%	14	-2%	-1%
> Cn1c(Cn2c(=O)sc3ccccc32)nnc1SCC(=O)NCc1ccc2c(c1)OCO2
  -18%	-1%	-8%	4	3%	6%
> COc1c(O)cc2c(c1O)C(=O)CC(c1ccccc1)O2 (stereo unspecified)
  ·	15%	-42%	·	-2%	-4%
> CC(CN1CCN(c2ccccc2)CC1)c1ccccc1 (stereo unspecified)
  -26%	-12%	-1%	-7	-7%	0%
> C=C[C@@H]1c2c(F)cccc2N(S(=O)(=O)c2ccc(C)cc2)[C@H](c2ccc(OC(C)=O)cc2)C1(C#N)C#N
  -5%	·	-23%	-32	8%	-4%
> COc1cc2c(cc1OC)C(C)N(CCN1C(=O)c3ccccc3C1=O)CC2 (stereo unspecified)
  -9%	3%	-12%	16	-1%	6%
> CCOC(=O)c1c(C)[nH]c(C)c1C(=O)COC(=O)c1cccs1
  13%	·	-4%	-4	·	·
> Cc1cccc(CCNC(=O)c2oc3c(C)c(C)ccc3c2C)n1
  -23%	2%	81%[activator]	12	?	-3%
> O=C(N/C(=C/c1ccco1)C(=O)N1CCc2ccccc21)c1ccco1
  -1%	-29%	-39%	6	1%	32µM*
> CC1CC(C)CN(C(=O)c2ccc3c(c2)N(Cc2ccccc2)CCS3)C1 (stereo unspecified)
  ?	0%	-7%	·	-12%	1%
> COc1ccc(NC(=O)/C=C/c2ccco2)cn1
  -3%	-27%	-24%	-26	-7%	8.9µM*
> Cc1cccc(C)c1N(CC(=O)N(C)Cc1ccccc1)S(C)(=O)=O
  -3%	8%	19%	27	-22%	-6%
> COc1ccc(OC)c(-c2csc(N3CCC(c4ccccc4)CC3)n2)c1
  -28%	1%	-16%	0	-12%	8%
> Clc1cc2cccnc2c2ncccc12
  -6%	·	1%	-96*	1%	-26%
> Cc1nc(C)c(Cc2ccccc2Cl)c(=O)[nH]1
  16%	0%	-10%	?	?	1%
> Cc1cccc(C)c1NC(=O)C(NC(=O)c1ccccn1)c1ccc([N+](=O)[O-])cc1 (stereo unspecified)
  125%[activator]	1%	?	0	1%	2%
> CCn1cc(CN2CCC(C(=O)Nc3ccc(Oc4ccccc4)nc3)CC2)cn1
  2%	·	-2%	-1	6%	3%
> CN1c2ccccc2N(C)C1c1ccc2c(c1)OCO2
  0%	-3%	0%	-21	?	-2%
> CC1CCc2c(sc(NC(=O)CCC(=O)O)c2C(=O)NC2CC2)C1 (stereo unspecified)
  0%	·	-24%	-35	3%	-21%
> Cc1ccc(NC(=O)CN(C)S(=O)(=O)c2cccc3nsnc23)cc1C
  16%	1%	-33%	-14	2%	14%
> CC(Sc1nnc2ccccn12)C(=O)Nc1ccc2c(c1)OCCO2 (stereo unspecified)
  -6%	4%	-19%	3	-1%	5%
> Cc1cccc(-c2nc3scc(CCNS(=O)(=O)c4ccc(Oc5ccccc5)cc4)n3n2)c1
  ·	·	·	-5	0%	-2%
> O=C(c1cnc(Cl)c(Cl)c1)N1CCN(S(=O)(=O)c2ccc(F)cc2)CC1
  11%	·	14%	-9	5%	-11%
> O=C(CN1C(=O)c2ccccc2C1=O)Nc1ccccc1C(=O)N1CCCC1
  1%	3%	-3%	-11	4%	-3%
> CCc1nn2c(=O)cc(COC(=O)Cc3ccccc3)nc2s1
  ·	·	·	-12	20%	-1%
> COc1ccc(Cl)cc1NS(=O)(=O)c1cc(Br)cnc1N
  -7%	·	-14%	-9	-4%	-6%
> CCCC(=O)C1=C(O)C(C(=O)OC)C(C)(C)CC1=Nc1ccccc1 (stereo unspecified)
  26%	7%	0%	7	1%	2%
> COc1ccccc1N1CCN(/N=C/c2cc(Br)ccc2F)CC1
  ?	-1%	82%[activator]	-28	-21%	2%
> O=C(Nc1cccc(C(F)(F)F)c1)C1CCN(S(=O)(=O)c2cccc3nsnc23)CC1
  ·	·	·	?	-2%	19%
> CCCN(CC(=O)Nc1ccccc1C)C(=O)COc1c(C)cccc1C
  -1%	·	3%	-8	?	-6%
> O=C(NCc1ccco1)c1ccc(N2CCOCC2)c([N+](=O)[O-])c1
  -5%	1%	-7%	?	3%	·
> COCCNC(=O)CN1CCC(NC(=O)C(C)(C)C)CC1
  4%	1%	-10%	-37	-8%	8%
> c1ccc(C2CN3CCSC3=N2)cc1 (stereo unspecified)
  -2%	-3%&-12%&-9%	-10%	0	?	4%
> CCc1cccc(C)c1NC(=O)c1cc(=O)[nH]c2ccc(S(=O)(=O)N3CCOCC3)cc12
  -1%	·	-9%	-12	1%	-4%
> CCCCn1c(N)c(N(CCC(C)C)C(=O)c2ccc(C)c(S(=O)(=O)N3CCOCC3)c2)c(=O)[nH]c1=O
  0%	·	1%	0	?	5%
> COc1cccc(NC(=O)c2ccc(-c3ccccc3[N+](=O)[O-])o2)c1
  -20%	-3%	?	?	3%	0%
> Cc1c(C(=O)OCC(=O)N(CC(C)C)c2c(N)n(Cc3ccccc3)c(=O)[nH]c2=O)oc2ccccc12
  18%	·	-23%	-24	?	1%
> CC(C)CCNC(=O)c1c(CSc2ccccc2)noc1C(=O)NCc1ccccc1
  1%	-2%	-27%	-7	-4%	16%
> Cc1cc(C)nc(SC/C=C/c2ccccc2)n1
  5%	-19%	8%	1	-9%	-16%
> CC(=O)c1ccc2c(c1)Nc1ccccc1S2
  -2%	1%	-24%	-9	4%	-1%

Reprinted at random: 2 entries already listed.
Screens in order: AMA1 RON2 block	Giardia FBPA inh	AmpC inh no detg	HCMV inh	AmpC detergent	Sm TGR block
> COCCNC(=O)CN1CCC(NC(=O)C(C)(C)C)CC1
  4%	1%	-10%	-37	-8%	8%
> Cc1c(C(=O)OCC(=O)N(CC(C)C)c2c(N)n(Cc3ccccc3)c(=O)[nH]c2=O)oc2ccccc12
  18%	·	-23%	-24	?	1%
